Screening results from PubChem.
Anthrax LF prot: inhibitors of Bacillus anthracis lethal factor protease | multiplex microsphere protease cleavage assay, LF | inhibition, % at 10 µM | 360,000 tested, 0.12% active | AID 588501; further: plate controls were buffer without enzyme for full effect and enzyme alone for no effect
SARS 3CLpro inh: SARS-CoV 3CLpro protease inhibition; P0C6X7; AID 1706; recombinant SARS-CoV 3CLpro, quenched FRET peptide cleavage; 290,000 tested, 0.14% active; inhibition, % at 6 µM; in the data active means inhibition above about 12%
PriA SSB inh: inhibitors of Klebsiella pneumoniae PriA binding to SSB C-terminal tail; AlphaScreen SSBct-PriA binding, biotinylated peptide; inhibition, % at 33 µM; 430,000 tested, 0.6% active; in the data active means inhibition mostly above about 37%, no sharp cut-off; inactive means mostly below about 20%;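 further: plate controls were negative control peptide for no effect and reference peptide for full effect; strong numbers were not always called active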
BoNT A protease: inhibitors of Botulinum neurotoxin A light chain protease. inhibition, % at 10 µM. 360,000 tested, 0.17% active. multiplex microsphere protease substrate cleavage, flow cytometry; further: plate controls were buffer without enzyme for full effect and enzyme alone for no effect
BoNT-F LC inh: BoNT F light chain protease inhibition. Multiplex microsphere protease cleavage assay, flow cytometry. inhibition, % at 10 µM. 360,000 tested, 0.22% active; in the data active means inhibition above about 35%, passing the limit was not always enough; inconclusive means no clear call, values can overlap the other calls; further: plate controls were buffer without enzyme for full effect and enzyme alone for no effect
PrPC TRFRET: reduces human prion protein on the cell surface; cell surface PrPC, TR-FRET read-out; inhibition, % at 13.8 µM; 370,000 tested, 0.43% active; AID 720596; in the data active means inhibition above about 24%; further: 0% = median of the test wells and 100% = reference compound wells
CCHFV vOTU inh: blocks the CCHF virus ovarian tumor domain protease; CCHFV vOTU protease, Pep-AMC fluorescence; inhibition, % at 11.5 µM; 370,000 tested, 0.55% active; in the data active means inhibition above about 30%; further: 0% = vehicle wells with enzyme and 100% = no enzyme wells
DUSP3 inh: inhibitors of human VHR1 phosphatase (DUSP3); recombinant VHR phosphatase, pNPP absorbance; 290,000 tested, 0.52% active; inhibition, % at 13.3 µM; P51452; in the data active means inhibition above about 50%; further: some compounds called inactive have numbers as strong as hits
Target sequence (P51452 whole entry, looked up): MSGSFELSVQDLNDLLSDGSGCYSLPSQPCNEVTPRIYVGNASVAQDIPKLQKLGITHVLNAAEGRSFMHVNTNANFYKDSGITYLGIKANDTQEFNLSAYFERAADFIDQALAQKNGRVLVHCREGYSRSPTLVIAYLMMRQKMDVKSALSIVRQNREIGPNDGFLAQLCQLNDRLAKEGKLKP
Rv3671c protease: inhibitors of M. tuberculosis serine protease Rv3671c. P9WHR9. inhibition, % at 5.96 µM. 320,000 tested, 0.048% active. AID 2606; in the data active means inhibition above about 38%;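 further: extracellular domain of Rv3671c used as enzyme; 0% = enzyme with DMSO and 100% = no enzyme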
Target sequence (P9WHR9 whole entry, looked up, the tested form may be a part): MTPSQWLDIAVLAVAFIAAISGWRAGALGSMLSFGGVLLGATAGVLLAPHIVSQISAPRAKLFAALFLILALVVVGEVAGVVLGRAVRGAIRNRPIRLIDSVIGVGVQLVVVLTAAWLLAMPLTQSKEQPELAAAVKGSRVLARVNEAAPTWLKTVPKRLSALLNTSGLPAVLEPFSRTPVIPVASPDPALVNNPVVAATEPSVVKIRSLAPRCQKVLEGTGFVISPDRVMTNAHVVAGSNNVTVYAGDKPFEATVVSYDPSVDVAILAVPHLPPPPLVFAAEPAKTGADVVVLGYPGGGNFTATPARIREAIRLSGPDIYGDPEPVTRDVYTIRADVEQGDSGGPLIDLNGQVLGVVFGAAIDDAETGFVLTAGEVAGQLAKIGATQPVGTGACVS
MazF activator: activators of E. coli MazEF toxin-antitoxin RNase | FAM/BHQ RNA-DNA oligo cleavage fluorescence, 5 h | activation, % at 20 µM | 350,000 tested, 0.32% active; in the data active means activation above about 50%
Target sequence (P0AE70 whole entry, looked up): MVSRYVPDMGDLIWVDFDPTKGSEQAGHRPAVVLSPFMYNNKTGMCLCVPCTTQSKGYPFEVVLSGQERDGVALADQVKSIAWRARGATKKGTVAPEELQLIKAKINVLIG
An asterisk follows results filed as active; i = inactive; u = inconclusive; x = no result given; & = joins results of further samples. Unless noted, no stated cut-off is given here; in the data, active means inhibition above about 30%; inconclusive means no clear call, values can overlap the other calls; inactive means below that.

canonical_smiles	MazF activator	BoNT-F LC inh	Rv3671c protease	Anthrax LF prot	CCHFV vOTU inh	DUSP3 inh	BoNT A protease	PrPC TRFRET	PriA SSB inh	SARS 3CLpro inh
C=CCC(=O)N1CCCC(CO)(Cc2ccc(F)cc2F)C1 (centres undefined)	16	-3	4	-2	13	10	-2.7	9	3	-6
COc1cccc(C(NC(C)=O)c2nc(-c3csc4ccccc34)cs2)c1 (centres undefined)	x	2	x	0	0	x	0.1	-2	x	x
COc1cc(/C=C2\CCn3c2nc2cc(C(=O)O)ccc2c3=O)ccc1OC(F)F	-17	8	2	6	14	-6	-2.3	-24	-11	3
COc1ccc(CCN2CC(C(=O)OCC(=O)NC(Cc3ccccc3)C(C)=O)CC2=O)cc1OC (centres undefined)	3	-4	x	-1	-12	x	0.4	-3	-2	x
CCCCN(C(=O)CC1CCCC1)c1c(N)n(CC(C)C)c(=O)[nH]c1=O	-8	-5	4	-6	-4	x	2.1	4	-4	x
COCCOC(=O)c1c(N)n(CCCN2CCOCC2)c2nc3ccccc3nc12	-7	x	-1	x	-149	13	x	-3	-3	0
Cc1ccc(C)c(N2CCN(C(=O)CCS(=O)(=O)c3ccc4c(c3)oc(=O)n4C)CC2)c1	6	1	-3	1	3	21	0.1	1	4	-1
CCC(=O)NCCc1nc(-c2ccccc2)no1	-1	5	11	-7	-2	x	-1.1	8	7	x
Cc1ccc(N(C)S(=O)(=O)c2ccc(-c3cc(C)no3)s2)cc1	-5	5	-8	-2	4	7	1.4	5	-10	0
Cc1cc(C)cc(NS(=O)(=O)c2ccc(NC(=O)C3CCCCC3C(=O)O)cc2)c1 (centres undefined)	-6	-12	2	2	2	0	-0.5	9	8	-1
Cc1ccc(S(=O)(=O)c2nc(C)c3c(n2)CCC3)cc1	2	0	-7	1	-8	13	-0.5	-1	-25	-3
CSc1c(-c2ccccc2)nc2ccc(Cl)cc2c1C(=O)O	-5	-4	3	10	-2	16	0.7	4	-5	-4
CN(C)c1ccc(C(=S)N2CCOCC2)cc1Br	4	u	-4	4	7	3	0.7	-4	7	5
O=C(Nc1nc2ccccc2[nH]1)C1CC(=O)N(c2ccc3c(c2)OCCO3)C1 (centres undefined)	0	-13	5	0	13	-11	0.5	0	-11	-2
COC(=O)C1CCN(C(=O)CN2C(=O)c3ccccc3S2(=O)=O)CC1	6	4	-5	2	-2	x	1.2	-1	-3	x
Cc1ccnc2nc(C(=O)N3CCN(c4ccc(F)cc4)CC3)nn12	11	-4	0	-1	0	-23	-0.4	-5	-9	0
Cc1nc2ccc(C(=O)O)cc2c2c1CC(CN)O2 (centres undefined)	3	29	2	-4	1	-29	-2.2	4	-8	1
Cc1cc2nc(-c3ccc(=O)[nH]c3)n(Cc3ccccc3)c2cc1C	6	-15	-13	16	-5	2	2.1	-2	4	-1
CCN1/C(=C2/OC(=S)N(C)C2=O)Sc2ccccc21	4	7	x	-1	-6	4	0.6	-2	2	-1
O=C(/C=C/c1cccc([N+](=O)[O-])c1)OCC(=O)c1ccccc1	6	-8	-5	-5	-14	20	-0.9	-6	6&-1	0
Cc1nc(-c2cccc(NC(=O)COc3ccc(Cl)cc3)c2)cs1	-5	2	x	1	2	38	1.2	11	-6	5
O=C(NCc1ccc(-c2nc3ccccc3s2)cc1)c1ccc(Br)o1	-6	3	-12	-2	4	-10	-0.7	3	-15	1
Cn1cnc(S(=O)(=O)N2CCN(c3ccc(F)cc3)CC2)c1	5	4	3	5	-3	90	0.4	-5	-1	3
COc1ccc(NC(=O)CN2CCN(CC(=O)Nc3ccccc3F)CC2)cc1OC	-4	3	1	-1	1	19	0.3	0	-5	1
Cc1snc2sc(C(=O)c3ccc(Br)cc3)c(N)c12	16	7	0	-2	3	12	0.9	-4	-7	4

Retrieved by compound from the list above:
canonical_smiles	MazF activator	BoNT-F LC inh	Rv3671c protease	Anthrax LF prot	CCHFV vOTU inh	DUSP3 inh	BoNT A protease	PrPC TRFRET	PriA SSB inh	SARS 3CLpro inh
O=C(Nc1nc2ccccc2[nH]1)C1CC(=O)N(c2ccc3c(c2)OCCO3)C1 (centres undefined)	0	-13	5	0	13	-11	0.5	0	-11	-2
O=C(/C=C/c1cccc([N+](=O)[O-])c1)OCC(=O)c1ccccc1	6	-8	-5	-5	-14	20	-0.9	-6	6&-1	0
Cn1cnc(S(=O)(=O)N2CCN(c3ccc(F)cc3)CC2)c1	5	4	3	5	-3	90	0.4	-5	-1	3

The listing picks up, repeating the 2 entries before the break.
canonical_smiles	MazF activator	BoNT-F LC inh	Rv3671c protease	Anthrax LF prot	CCHFV vOTU inh	DUSP3 inh	BoNT A protease	PrPC TRFRET	PriA SSB inh	SARS 3CLpro inh
COc1ccc(NC(=O)CN2CCN(CC(=O)Nc3ccccc3F)CC2)cc1OC	-4	3	1	-1	1	19	0.3	0	-5	1
Cc1snc2sc(C(=O)c3ccc(Br)cc3)c(N)c12	16	7	0	-2	3	12	0.9	-4	-7	4
COC(=O)c1c[nH]c(=O)c2ccccc12	3	-2	-5	-4	-12	6	0.0	7	-7	2
Cc1ccc(Cl)cc1NC(=O)C1COc2ccccc2O1 (centres undefined)	3	u	4	-27	2	21	-0.7	7	-26	3
C#CCOc1c(Cl)cc(/C=C2/C(=O)ON=C2C)cc1OC	2	1	1	6	21	-20	0.1	-6	13	3
COc1ccc(OCC(=O)N/N=C/c2cccc3cccnc23)cc1	-3	-10	3	-2	19	14	-2.5	12	x	-3
Cc1cc(NC(=O)CSc2nnc(-c3ccccc3F)n2C)no1	11	-4	1	-7	2	x	-0.6	-6	-10	x
O=C1CC(c2ccccc2Cl)CC(O)=C1C=NCCCO (centres undefined)	-24	3	-3	5	-7	16	-1.7	6	-10	-1
C/C(=N\NC(=O)C1CC1)c1cccs1	-1	-6	-2	-8	-3	0	0.4	6	x	0
CCn1ccnc1CNC(=O)C1CCC(=O)N(Cc2cccc(C(F)(F)F)c2)C1 (centres undefined)	6	-6	5	-1	-9	-20	-1.7	3	2	-2
COc1ccc2c(-c3ccccc3)cc(N3CCOCC3)nc2c1	-11	-7	5	-8	-4	15	0.1	8	-30	-1
COc1ccc(CCN(Cc2cccs2)S(=O)(=O)c2ccc(-n3cnnn3)c(OC)c2)cc1OC	3	-2	-1	-2	0	28	0.3	-5	-4	2
CCOC(=O)N1CCN(S(=O)(=O)c2ccc(OC)c(OC)c2)CC1	6	-7	-6	-1	-4	9	-2.9	1	-10	1
Cc1cc(C(=O)O)sc1C	-13	36*	4	3	-5	25	5.8	8	7	1
CC(CCc1ccccc1)NC(=O)CCNS(=O)(=O)c1ccccc1 (centres undefined)	-2	7	3	0	-1	x	0.8	6	-6	x
O=C(N/N=C/c1cc2ccccc2nc1Cl)[C@H]1C[C@@H]1c1ccccc1	-2	4	-10	-2	-5	-4	-0.2	-9	x	-1
Cc1ccc(NC(=S)Nn2cnnc2)cc1	3	9	6	0	0	1	0.6	6	-14	3
NS(=O)(=O)c1ccc2c(c1)C1C=CCC1C(C1CC=CCC1)N2 (centres undefined)	-5	-38	-8	-8	20	-33	2.2	-4	27	1
Cc1ccc(NCc2nnc(SCCN3CCCCC3)n2CC2CCCO2)c(C)c1 (centres undefined)	-1	3	-6	-9	-11	6	-0.5	2	0	0
COc1cc(C(=O)Nc2nc3ccccc3s2)ccc1OCc1c(C)noc1C	5	-25	-59	-1	-8	13	-2.6	-3	-11	3
CCN1C(=O)/C(=C2\SC(=S)N(CCCOC)C2=O)c2ccccc21	-9	0	4	5	-5	27	3.9	2	-16	-6
CCCCN1C2=C(C(=O)CC(C)(C)C2)C(c2ccccc2)C2=C1c1ccccc1C2=O (centres undefined)	7	x	7	x	-8	8	x	-7	31	-1
Cn1c(=O)c2c(ncn2CCN(CCO)Cc2ccccc2)n(C)c1=O	6	8	-9	-14	-7	3	3.8	8	-10	-1
CC(=O)c1ccc(N2CCN(CC(O)COCc3ccco3)CC2)cc1 (centres undefined)	-4	-1	9	-1	10	11	0.5	-6	0	2
O=C(NCCCN1CCCC1=O)c1cccc(NS(=O)(=O)c2ccc(Br)cc2)c1	4	4	5	-3	-4	x	-1.0	1	-16	x
C#CCNC(=O)/C=C/c1ccc(OC)cc1	-1	-2	-3	-4	-2	1	-0.1	4	-5	-1
COc1ccc(NC(=O)c2cccs2)cn1	-3	u	2	-3	9	-22	1.2	7	-15	-3

(listing goes on)
canonical_smiles	MazF activator	BoNT-F LC inh	Rv3671c protease	Anthrax LF prot	CCHFV vOTU inh	DUSP3 inh	BoNT A protease	PrPC TRFRET	PriA SSB inh	SARS 3CLpro inh
C[C@@H]1CCCCO[C@H](CN(C)C(=O)CCC(F)(F)F)[C@@H](C)CN([C@H](C)CO)C(=O)c2cc(NC(=O)c3ccncc3)ccc2O1	-7	2	x	-5	17	x	0.3	-4	x	x
CN(CC(=O)Nc1ccc(Cl)c(C(F)(F)F)c1)C(=O)c1cc(=O)[nH]c2ccccc12	6	-6	-6	0	1	x	0.3	-1	-23	x
CCOc1ccc(NC(=O)CCNS(=O)(=O)c2ccc3c(c2)c(=O)n(C)c(=O)n3C)cc1	2	3	0	0	x	21	-0.1	x	-23	0
COc1cc(NC(=O)c2ccc(-c3ccnn3C)c3ccoc23)cc(OC)c1OC	x	-4	x	1	-3	x	-0.2	7	x	x
Cc1ccc(S(=O)(=O)N2CCOCC2)cc1NC(=O)COC(=O)CNC(=O)c1ccc(C(C)(C)C)cc1	-1	-8	-21	0	16	-7	-0.7	-2	5	0
O=S1(=O)CC(NCc2ccccc2)C(Nc2ccc(Cl)cc2)C1 (centres undefined)	-1	-10	-2	-6	-8	11	0.2	6	4&-2	1
Cc1cc2ccccn2c1C(=O)c1ccc(N/N=C/c2ccc(C(=O)O)cc2)c([N+](=O)[O-])c1	-28	-2	x	-4	-1	83*	-0.2	-6	i	3
C/C(N)=C(/C#N)C(=O)CSc1nnc(-c2ccc3c(c2)OCO3)o1	7	-1	-1	-2	12	34	-0.5	-6	-5	-2
Cc1cnc(NC(=O)COc2ccc3c(c2)CCC3)s1	-1	-4	-6	-3	1	10	-1.8	13	-3	-1
O=C(Cn1cnc2c(nnn2Cc2ccc(F)cc2)c1=O)NCc1ccc(F)cc1	7	2	-5	-2	-3	2	-0.6	7	-12	-1

Only part of the results is shown. The share of hits here may be higher or lower than overall.
